mouse EphA4 binding = EphA4 ligand-binding antagonists – biochemical, colorimetric, mouse EphA4, primary screen (AID 689); EphA4-AP binding to KYL peptide, pNPP A405; higher % means a stronger effect; inhibition, % at 10 µM; hits with a dose series show IC50 in µM; 0.1% of 62,000 active; in the data active = a potency from the dose series; inactive = the rest, 99 in 100 with inhibition below about 22%
* marks the source's active call; other numbers are inactive results. These rows are one share of the data (hit frequency here may not be typical).

> COc1ccc(N2CCn3c2nc2c3c(=O)n(CCc3ccccc3)c(=O)n2C)cc1
  mouse EphA4 binding = -24%

> COCCCn1c(-c2ccc(S(=O)(=O)N3CCOCC3)cc2)csc1=Nc1ccccc1
  mouse EphA4 binding = 5%

> CCCCc1nc2ccccc2n1Cc1nnc2n1-c1ccccc1SC2
  mouse EphA4 binding = -18%

> CCOC(=O)/C(C#N)=C\c1ccco1
  mouse EphA4 binding = 4%

> CCOC(Cn1c(CCCO)nc2ccccc21)OCC
  mouse EphA4 binding = 3%

> O=C(CN1CCN(c2ccc(F)cc2)CC1)N1N=CCC1c1ccccc1 (stereo not drawn)
  mouse EphA4 binding = -8%

> Cc1ccc2nc(SCc3nnc(-c4ccccc4Br)o3)[nH]c2c1
  mouse EphA4 binding = 0%

> CCN1C(=O)/C(=C\c2ccc(-c3ccc([N+](=O)[O-])cc3Cl)o2)SC1=S
  mouse EphA4 binding = 9%

> N#C/C(=C(/O)CSc1nnc(Cc2cccs2)n1C1CCCCC1)c1nc2ccccc2[nH]1
  mouse EphA4 binding = 28%

> Cc1ccc(N2C(=O)c3ccc(C(=O)NCCN4CCOCC4)cc3C2=O)cc1
  mouse EphA4 binding = -8%

> COc1ccc(/C=N/NC(=O)c2sccc2OCc2ccc(F)cc2)cc1OC
  mouse EphA4 binding = -6%

> Cc1ccc(Sc2ncccc2COC(=O)Nc2c(C)cccc2C)cc1
  mouse EphA4 binding = -6%

> O=C(c1ccc(N2CCCC2=O)cc1)N1CCCCCC1
  mouse EphA4 binding = -10%

> Cc1nnc(-c2cccc(Br)c2)c2cn(-c3cccc(Br)c3)nc12
  mouse EphA4 binding = 0%

> COc1ccc(CCNc2nc(-c3ccco3)cc(C(F)(F)F)n2)cc1OC
  mouse EphA4 binding = -17%

> OCC(CO)(CO)N=Cc1c(O)ccc2ccccc12
  mouse EphA4 binding = -6%

> O=C(O)c1cc(-c2ccco2)nc2ccccc12
  mouse EphA4 binding = 1%

> COC(=O)COc1ccc2c(=O)c(Oc3ccc(C(C)(C)C)cc3)coc2c1
  mouse EphA4 binding = 7%

> COc1nc2ccccc2c(=O)n1OCC(C)C
  mouse EphA4 binding = -11%

> CC(C)c1ccc(N2C(=O)CC(Sc3ncn[nH]3)C2=O)cc1 (stereo not drawn)
  mouse EphA4 binding = 6%

> Cn1c(-c2ccc3c(c2)OCO3)cnc1NCc1cccc(Cl)c1
  mouse EphA4 binding = -15%

> CCOc1ccccc1N(C)C(=O)C1CCN(S(=O)(=O)c2cccc3nonc23)CC1
  mouse EphA4 binding = -7%

> O=C(Cn1c(=O)oc2cc(S(=O)(=O)N3CCCC3)ccc21)N1CCN(C2CCCCC2)CC1
  mouse EphA4 binding = -16%

> COc1ccc(OCC(=O)Nc2ncc3c(n2)CC(C)(C)CC3=O)cc1
  mouse EphA4 binding = -8%

> Cc1ccc(NC(=O)CCn2c(=O)oc3ccccc32)cc1
  mouse EphA4 binding = -16%

> c1cn2c(NC3CCCC3)c(-c3ccc(N4CCOCC4)cc3)nc2cn1
  mouse EphA4 binding = 3%

> O=C(COC(=O)c1ccc2c(c1)OCO2)NC1CCS(=O)(=O)C1 (stereo not drawn)
  mouse EphA4 binding = -2%

> O=C(/C=C/c1ccc(Br)cc1)NC(=S)N1CCOCC1
  mouse EphA4 binding = -4%

> CC(C)=CCC/C(C)=C/CC/C(C)=N/O
  mouse EphA4 binding = -2%

> CCc1ccccc1NC(=O)C1C(c2ccccc2)C1(Cl)Cl (stereo not drawn)
  mouse EphA4 binding = -6%

Nothing new here: three of the compounds above.
> COc1nc2ccccc2c(=O)n1OCC(C)C
  mouse EphA4 binding = -11%

> CC(C)c1ccc(N2C(=O)CC(Sc3ncn[nH]3)C2=O)cc1 (stereo not drawn)
  mouse EphA4 binding = 6%

> Cn1c(-c2ccc3c(c2)OCO3)cnc1NCc1cccc(Cl)c1
  mouse EphA4 binding = -15%

More records follow:
> CC(=O)C(Sc1ccc(C)cc1)C(=O)c1ccccc1 (stereo not drawn)
  mouse EphA4 binding = 1%

> O=C(Cn1nnc(-c2ccccc2NC(=O)c2ccccc2F)n1)NCc1ccco1
  mouse EphA4 binding = 0%

> COC(=O)c1c(C)nc2ccccc2c1C(=O)O
  mouse EphA4 binding = -10%

> Cc1cccc(N(C(=O)CCC(=O)Nc2ccccn2)C(C(=O)NC(C)C)c2ccc(O)cc2)c1 (stereo not drawn)
  mouse EphA4 binding = -23%

> O=C(c1cnn2c(C(F)(F)F)cc(-c3cccs3)nc12)N1CCCc2ccccc21
  mouse EphA4 binding = -7%

> O=C(Cn1[nH]c(=O)c2ccccc2c1=O)N1CC=C(c2ccccc2)CC1
  mouse EphA4 binding = -76%

> Cc1sc2nc3c(C(=O)N4CCN(c5ccccn5)CC4)cccn3c(=O)c2c1C
  mouse EphA4 binding = -10%

> CN(C)C(=O)c1ccc(-n2nc(C(F)(F)F)c3c2CCCC3)cc1
  mouse EphA4 binding = 2%

> COc1ccccc1CN1CC(C(=O)NC2CCCCC2)CC1=O (stereo not drawn)
  mouse EphA4 binding = -8%

> Cc1ccc(S(=O)(=O)N2CCCC(C(=O)NCc3cccnc3)C2)cc1Cl (stereo not drawn)
  mouse EphA4 binding = -7%

> COc1cccc2cc(C(=O)OCC(=O)c3ccc([N+](=O)[O-])cc3)c(=O)oc12
  mouse EphA4 binding = -1%

> O=c1cc(CO)oc(C(Nc2ccccn2)c2ccsc2)c1O (stereo not drawn)
  mouse EphA4 binding = -10%

> Cc1ccc(C)c(NC(=O)c2cc3c([nH]c4ccccc43)c(C)n2)c1
  mouse EphA4 binding = 6%

> O=C(O)c1cccc(S(=O)(=O)Nc2ccc3c(c2)OCO3)c1
  mouse EphA4 binding = 0%

> Cc1ccc(NC(=O)c2ccco2)cc1C
  mouse EphA4 binding = 0%

22 entries from above in another layout.
| structure | mouse EphA4 binding |
| --- | --- |
| OCC(CO)(CO)N=Cc1c(O)ccc2ccccc12 | -6% |
| O=C(O)c1cc(-c2ccco2)nc2ccccc12 | 1% |
| COC(=O)COc1ccc2c(=O)c(Oc3ccc(C(C)(C)C)cc3)coc2c1 | 7% |
| COc1nc2ccccc2c(=O)n1OCC(C)C | -11% |
| CC(C)c1ccc(N2C(=O)CC(Sc3ncn[nH]3)C2=O)cc1 (stereo not drawn) | 6% |
| Cn1c(-c2ccc3c(c2)OCO3)cnc1NCc1cccc(Cl)c1 | -15% |
| CCOc1ccccc1N(C)C(=O)C1CCN(S(=O)(=O)c2cccc3nonc23)CC1 | -7% |
| O=C(Cn1c(=O)oc2cc(S(=O)(=O)N3CCCC3)ccc21)N1CCN(C2CCCCC2)CC1 | -16% |
| COc1ccc(OCC(=O)Nc2ncc3c(n2)CC(C)(C)CC3=O)cc1 | -8% |
| Cc1ccc(NC(=O)CCn2c(=O)oc3ccccc32)cc1 | -16% |
| c1cn2c(NC3CCCC3)c(-c3ccc(N4CCOCC4)cc3)nc2cn1 | 3% |
| O=C(COC(=O)c1ccc2c(c1)OCO2)NC1CCS(=O)(=O)C1 (stereo not drawn) | -2% |
| O=C(/C=C/c1ccc(Br)cc1)NC(=S)N1CCOCC1 | -4% |
| CC(C)=CCC/C(C)=C/CC/C(C)=N/O | -2% |
| CCc1ccccc1NC(=O)C1C(c2ccccc2)C1(Cl)Cl (stereo not drawn) | -6% |
| CC(=O)C(Sc1ccc(C)cc1)C(=O)c1ccccc1 (stereo not drawn) | 1% |
| O=C(Cn1nnc(-c2ccccc2NC(=O)c2ccccc2F)n1)NCc1ccco1 | 0% |
| COC(=O)c1c(C)nc2ccccc2c1C(=O)O | -10% |
| Cc1cccc(N(C(=O)CCC(=O)Nc2ccccn2)C(C(=O)NC(C)C)c2ccc(O)cc2)c1 (stereo not drawn) | -23% |
| O=C(c1cnn2c(C(F)(F)F)cc(-c3cccs3)nc12)N1CCCc2ccccc21 | -7% |
| O=C(Cn1[nH]c(=O)c2ccccc2c1=O)N1CC=C(c2ccccc2)CC1 | -76% |
| Cc1sc2nc3c(C(=O)N4CCN(c5ccccn5)CC4)cccn3c(=O)c2c1C | -10% |

(cont.)
> O=C(Nc1nc2ccccc2n1Cc1ccc(Cl)cc1)c1ccco1
  mouse EphA4 binding = -18%

> O=C(CN(C(=O)c1ccco1)c1cccc(F)c1)NCc1ccc(F)cc1
  mouse EphA4 binding = -3%

> O=C(NCCCCc1ccccc1)C1CC(c2ccc([N+](=O)[O-])cc2)=NO1 (stereo not drawn)
  mouse EphA4 binding = -8%

> CC(C)CCNC(=O)Cn1c(=O)oc2cc(S(=O)(=O)N3CCc4ccccc43)ccc21
  mouse EphA4 binding = -14%

> O=C(O)Cc1ccc2c(c1)N(S(=O)(=O)c1cccc(C(F)(F)F)c1)CC(C(=O)O)O2 (stereo not drawn)
  mouse EphA4 binding = 2%

> Cc1nn(C(C)C(=O)N2CCc3ccccc32)c(C)c1[N+](=O)[O-] (stereo not drawn)
  mouse EphA4 binding = -14%

> COC(=O)c1ccc(NC(=O)C23CCC(C)(C(=O)O2)C3(C)C)cc1 (stereo not drawn)
  mouse EphA4 binding = -12%

> COc1ccc(N=c2oc3cc(O)ccc3cc2C(=O)NCC2CCCO2)c(OC)c1 (stereo not drawn)
  mouse EphA4 binding = 0%

> COc1ccc(N(CC(=O)Nc2ccccc2Br)S(=O)(=O)c2ccc(C)cc2)c(OC)c1
  mouse EphA4 binding = -1%

> O=c1/c(=C\c2ccccc2)sc2nc(-c3ccc(Cl)cc3Cl)nn12
  mouse EphA4 binding = -9%

> C(=C\c1ccccc1)/C=N/Nc1nc(N2CCOCC2)nc(N2CCOCC2)n1
  mouse EphA4 binding = 2%

> CC(C)=C1C2C=CC1C1C(=O)N(c3ccc(Br)cc3[N+](=O)[O-])C(=O)C21 (stereo not drawn)
  mouse EphA4 binding = -6%

> COc1ccc(NC(=O)CN(C)S(=O)(=O)c2ccccc2)c([N+](=O)[O-])c1
  mouse EphA4 binding = -13%

> O=C(c1coc(=O)c(Br)c1)N1CCCc2ccccc21
  mouse EphA4 binding = 22%

> COc1ccc(C2CC(=O)C3=C(C2)Nc2ccccc2NC3c2ccc(NC(C)=O)cc2)cc1 (stereo not drawn)
  mouse EphA4 binding = -4%

> Cc1n[nH]c(=S)n1/N=C/c1ccccc1OCc1ccc(Cl)cc1
  mouse EphA4 binding = 1%

> C=CCc1c(C)nc2c(C)c(-c3ccc(C)cc3)[nH]n2c1=O
  mouse EphA4 binding = 7%

> CCCC(=O)Nc1ccc2nn(-c3ccc(C)c(Cl)c3)nc2c1
  mouse EphA4 binding = 4%

> CCc1ccccc1S(=O)(=O)Cc1ccc(C(=O)NCC2CCCO2)o1 (stereo not drawn)
  mouse EphA4 binding = 9%

> COCCOC(=O)c1c(C)n(C)c2ccc(OC(=O)N3CCOCC3)cc12
  mouse EphA4 binding = -2%

> O=C(CN1CCN(C2CCCCC2)CC1)c1ccc2cc[nH]c2c1
  mouse EphA4 binding = -13%

> CC1CCN(C(=O)C2Cc3ccccc3CN2S(=O)(=O)c2ccc(F)cc2)CC1 (stereo not drawn)
  mouse EphA4 binding = -14%

> C=CCOc1cccc(CNn2cn[nH]c2=S)c1
  mouse EphA4 binding = -9%

> COC(=O)C(CCSC)NC(=O)C(NC(=O)C1CCC(C)CC1)C(C)C (stereo not drawn)
  mouse EphA4 binding = -14%

> CSc1nncc(/C(C)=N\Nc2ccccc2)n1
  mouse EphA4 binding = -1%

> C=CCn1c(C)cc(C(=O)CSc2n[nH]c(N)n2)c1C
  mouse EphA4 binding = 0%

> CCc1nnc(NC(=O)CSc2nnc(-c3ccoc3C)n2-c2ccccc2)s1
  mouse EphA4 binding = 17%

> CC(=O)N1CCN(c2ccc(NCc3ccc(C)cc3)cc2)CC1
  mouse EphA4 binding = 13%

> Cc1cc(C(=O)COC(=O)c2cccs2)c(C)n1-c1c(C)n(C)n(-c2ccccc2)c1=O
  mouse EphA4 binding = 19%

> CCOc1ccc(NC(=O)c2oc3ccccc3c2NC(=O)CC)cc1
  mouse EphA4 binding = -27%

> Cc1ccc(CN2CCN(N=Cc3cccc(Cl)c3)CC2)c(C)c1
  mouse EphA4 binding = -3%

> CCOC(=O)CNC(=O)c1ccc([N+](=O)[O-])cc1
  mouse EphA4 binding = -19%

> C=CCOc1ccc(CNn2cn[nH]c2=S)cc1
  mouse EphA4 binding = -8%

> COc1cccc(C(=O)Nc2ccc(Cl)c(C(F)(F)F)c2)c1
  mouse EphA4 binding = 0%

> COc1ccc(C)cc1-n1nnnc1SCc1nc2ccccc2s1
  mouse EphA4 binding = -10%

> O=C1c2oc3ccccc3c(=O)c2C(c2cccs2)N1CCCN1CCOCC1 (stereo not drawn)
  mouse EphA4 binding = -5%

> Cc1ccc(C(=O)C2CCNCC2)cc1
  mouse EphA4 binding = -3%

> CC1(C)C2([N+](=O)[O-])CN3CC1([N+](=O)[O-])CN(C2)C31CCCC1
  mouse EphA4 binding = -14%

> COc1ccc(S(=O)(=O)N2CCN(c3cccc(C)c3C)CC2)cc1
  mouse EphA4 binding = 1%

> C=CCN1C(=NC(=O)CCCC(=O)O)SC2CS(=O)(=O)CC21 (stereo not drawn)
  mouse EphA4 binding = -30%

> Cc1ccnc2nc(C(=O)NC3=NCCS3)nn12
  mouse EphA4 binding = -1%

> O=C(NNc1cccc(Cl)n1)Nc1ccccc1
  mouse EphA4 binding = -4%

> COc1ccccc1C1/C(=C(/O)c2ccc(C)cc2)C(=O)C(=O)N1CC(C)O (stereo not drawn)
  mouse EphA4 binding = -12%

> Cc1nn(C)cc1/C=N/n1nnnc1N
  mouse EphA4 binding = -8%
